# Screens: PubChem, several laboratories
# GSK3beta inhib: human GSK3beta kinase inhibitors, primary screen, biochemical, cell-free homogeneous, HTS. Glycogen synthase kinase-3 beta (Homo sapiens), P49841. GST-GSK3beta kinase, ADP-Glo luminescence, 60 min; stronger effect = lower value. activity score (negative = inhibition), % at 10 µM. 300,000 tested, 0.038% active. AID 2097, 2009;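 active means more than half of replicate wells score below -50%, meaning over 50% inhibition versus plate controls; inconclusive means some replicates but at most half score below -50%; inactive means no replicate scores below -50%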;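 further: 0% = median DMSO wells and -100% = median GW8510 positive control wells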
# Target sequence (P49841 whole entry, looked up): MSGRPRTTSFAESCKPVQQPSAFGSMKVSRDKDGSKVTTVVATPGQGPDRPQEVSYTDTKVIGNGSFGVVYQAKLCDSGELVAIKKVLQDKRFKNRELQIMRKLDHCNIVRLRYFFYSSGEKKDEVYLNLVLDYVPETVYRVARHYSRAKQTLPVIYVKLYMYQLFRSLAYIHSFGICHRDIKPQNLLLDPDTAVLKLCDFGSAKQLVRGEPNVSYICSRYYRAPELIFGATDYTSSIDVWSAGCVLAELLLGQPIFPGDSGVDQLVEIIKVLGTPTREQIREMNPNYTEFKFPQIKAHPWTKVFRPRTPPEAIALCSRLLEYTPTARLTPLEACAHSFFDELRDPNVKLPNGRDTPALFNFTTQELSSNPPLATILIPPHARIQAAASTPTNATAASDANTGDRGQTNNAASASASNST
#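 test system = GST-tagged human GSK3beta kinase, cell-free | reagent = 25 µM ATP with peptide substrate | dosing = one dose of 10 µM per compound | schedule = 60 min reaction, RT | detection = luminescent ADP-Glo measurement of ADP formed | control set = DMSO neutral wells and GW8510 at 20 µM as positive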
# KLF5 inhibitor: KLF5 expression inhibitors, primary screen, DLD-1 cells, luminescence | AID 1700, 2009 | inhibition, % at 5 µM | 290,000 tested, 0.23% active | DLD-1 KLF5 promoter-luciferase reporter;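 active means inhibition above a per-plate limit of that plate's mean compound inhibition plus 3 SD, cut at about 60% in these data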;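 further: 0% = DMSO wells and 100% = LY294002 at 200 µM; higher means less KLF5 promoter-driven luciferase light; inactives centre near -14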
# GSK3A inh: blockers of GSK3A enzyme activity – biochemical, luminescence, cell-free homogeneous, HTS, primary screen. 320,000 tested, 0.1% active. GSK-3 alpha kinase, ADP-Glo luminescence, 60 min. inhibition, % at 10 µM;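 in the data active means inhibition above about 50%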;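 further: GST-tagged GSK-3 alpha with peptide substrate and 25 µM ATP; 0% = DMSO neutral wells and 100% = GW8510 positive control wells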
# Platelet DG rel: inhibitors of platelet dense granule secretion, primary screen, cell-based, MLPCN, human platelets. human platelet-rich plasma, SFLLRN dense granule ATP release, luminescence. inhibition, %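 (compounds screened at 7.5 µM in platelet-rich plasma)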. AID 1663, 2009. 300,000 tested, 0.22% active;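 active means mean replicate score, as percent of positive control, at or above 50; inconclusive means mean below 50 but at least one replicate at or above 50; inactive means mean and every replicate below 50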
# aSyn UTR inh: MLPCN primary screen, SNCA 5' untranslated region; 300,000 tested, 0.82% active; alpha-synuclein 5'UTR reporter, inhibitor activity; inhibition, % (tested at 7.5 µM); AID 1813, 2009; in the data active means inhibition above about 60%; inconclusive means no clear call, values can overlap the other calls;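 further: H4 neuroglioblastoma cells stably carrying SNCA 5'UTR luciferase fusion; 0% = DMSO wells and 100% = positive control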
# HSP90 refold inh: HSP90 inhibitors, primary screen, cell lysate, luminescence; Rabbit reticulocyte lysate, luciferase refolding luminescence, 3 h; 290,000 tested, 0.91% active; inhibition, % at 5.6 µM; Heat shock protein HSP 90 (rabbit reticulocyte lysate; luciferase refolding);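 active means inhibition above the screen-wide mean plus 3 SD, computed separately per campaign, cut at about 16% in these data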;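 further: 0% = DMSO wells and 100% = 60 µM geldanamycin wells; inhibitors lower the luminescence because luciferase stays unfolded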
# IEC-6 cytotox: cytotoxicity in IEC-6 intestinal epithelial cells, primary screen, cytotoxicity control for KLF5 inhibitor project, cell-based, luminescence; IEC-6 cytotoxicity, luminescence viability; inhibition, % at 5 µM; 290,000 tested, 0.78% active; AID 1825, 2009; in the data active means inhibition above about 22%;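 further: 0% = plate median of test compound wells and 100% = cytotoxic reference compound wells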
# HSF1 activator: HSF-1 activators, primary screen, NIH3T3-HGL cells, MG132 stress, luminescence, single point. activation, % at 9 µM. 300,000 tested, 1.7% active. NIH3T3-HGL HSF-1 luciferase reporter, 8 h; 100% = twice DMSO control signal;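 active means mean replicate activation of at least 50% with a set share of replicates each reaching 50%; inconclusive means only one of those two conditions met; inactive means mean below 50% and too few replicates reaching it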;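 further: 0% = median of the neutral control wells and 100% = twice that signal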
# HSF1 inhib: HSF1 inhibitors in luciferase reporter cells, primary screen, cell-based, NIH3T3, luminescence | NIH3T3-HGL HSE-luciferase, MG132-induced, luminescence 8 h; stronger effect = lower value | activity change, negative = inhibition, % at 7.5 µM (by protocol) | 300,000 tested, 0.77% active | AID 2098, 2009;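 active means more than half of replicate wells show activity change below -50%, luminescence cut by over half; inconclusive means some wells, but at most half, below -50%; inactive means no replicate well below -50%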;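 further: luciferase reports HSF-1 transcriptional activity via heat shock element; 0% = median of DMSO wells and -100% = zero luminescence signal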
# Dyrk1A ADPGlo: rat Dyrk1A kinase inhibitors, primary screen, biochemical, single point, plate reader. ADP-Glo luminescence, NFATc1 peptide. 310,000 tested, 0.43% active. Dual specificity tyrosine-phosphorylation-regulated kinase 1A (Rattus norvegicus), Q63470. inhibition, % at 12.5 µM; in the data active means inhibition above about 50%;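 further: plate controls were vehicle with enzyme for no effect and no enzyme for full effect; many of its hits are not listed in these tables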
# * = called active by the depositor; ? = inconclusive; . = not tested or not shown. An excerpt, so the mix of outcomes need not match the whole.
Molecule | KLF5 inhibitor | Dyrk1A ADPGlo | GSK3beta inhib | HSP90 refold inh | HSF1 activator | GSK3A inh | Platelet DG rel | IEC-6 cytotox | HSF1 inhib | aSyn UTR inh
C=CCC1NCCc2c(Br)cccc21 (centres undefined) | 5.8 | 6.2 | -2.4 | 0.0 | -11.7 | -4.5 | 1.1 | 3.3 | 3.5 | 7.1
CCCC(=O)NCCc1cc(OC)c(OC)cc1Br | -19.5 | 2.0 | -12.9 | 4.0 | 10.2 | 4.0 | -43.1 | -0.3 | -5.8 | 10.7
CCN(/N=C/c1ccccc1)c1cc(=O)n(C)c(=O)[nH]1 | 3.0 | -0.1 | 4.5 | -0.9 | 34.6 | 2.4 | 0.1 | 2.2 | 13.3 | -0.8
O=C(Nc1ccc(Nc2ccccc2)cc1)c1ccc(Cl)cc1[N+](=O)[O-] | . | . | 4.2 | . | 10.3 | -0.4 | 1.9 | . | 2.0 | -9.6
CC1(C)CCC/C(=C\c2ccccc2)C1=O | . | -1.4 | -23.9 | . | 9.9 | -0.6 | -0.1 | . | 0.1 | 4.0
Cc1noc(NC(=O)c2ccccc2)c1C#N | 2.3 | -6.6 | 0.0 | -0.8 | 11.2 | -3.0 | 9.9 | -3.9 | -8.3 | -18.5
CCN(CC)/C(N)=N/c1nc(C)cc(C)n1 | 4.4 | . | -0.6 | 4.8 | -3.8 | -1.1 | 6.6 | 7.0 | -1.2 | 19.5
COc1ccc(C(C)=O)cc1CSc1nc2ccccc2c(=O)n1-c1ccccc1C | -22.5 | 3.3 | 1.9 | 4.5 | 6.8 | 0.5 | -11.5 | -0.7 | -7.3 | 41.0
CCCc1cc(=O)oc2cc(Oc3ncccn3)ccc12 | -5.2 | 0.7 | 3.7 | 2.6 | 8.1 | 0.4 | 4.0 | 3.3 | 6.3 | -9.9
O=c1[nH]c2ccccc2c(O)c1-c1ccccc1 | . | 6.9 | -1.7 | . | 18.4 | -2.1 | -2.1 | . | 17.1 | 12.7

# In another format: 2 of the compounds above.
CCCc1cc(=O)oc2cc(Oc3ncccn3)ccc12
  KLF5 inhibitor: -5.2 | Dyrk1A ADPGlo: 0.7 | GSK3beta inhib: 3.7 | HSP90 refold inh: 2.6 | HSF1 activator: 8.1 | GSK3A inh: 0.4 | Platelet DG rel: 4.0 | IEC-6 cytotox: 3.3 | HSF1 inhib: 6.3 | aSyn UTR inh: -9.9

O=c1[nH]c2ccccc2c(O)c1-c1ccccc1
  KLF5 inhibitor: . | Dyrk1A ADPGlo: 6.9 | GSK3beta inhib: -1.7 | HSP90 refold inh: . | HSF1 activator: 18.4 | GSK3A inh: -2.1 | Platelet DG rel: -2.1 | IEC-6 cytotox: . | HSF1 inhib: 17.1 | aSyn UTR inh: 12.7

# Additional structures follow:
Molecule | KLF5 inhibitor | Dyrk1A ADPGlo | GSK3beta inhib | HSP90 refold inh | HSF1 activator | GSK3A inh | Platelet DG rel | IEC-6 cytotox | HSF1 inhib | aSyn UTR inh
CCOC(=O)C1=C(C)N=c2s/c(=C3\C(=O)Nc4ccccc43)c(=O)n2C1c1ccc2c(c1)OCO2 (centres undefined) | -22.9 | -0.6 | -0.9 | -0.1 | -1.9 | -0.5 | -2.2 | -7.1 | -2.1 | 1.9
Cc1ccc(S(=O)(=O)Cn2nnnc2C(CC(C)C)N2CCC(C(N)=O)CC2)cc1 (centres undefined) | -14.8 | -2.1 | -1.0 | -3.3 | -3.9 | -0.3 | -0.7 | -5.5 | -0.8 | 6.6
Cc1ccc(CCNC(=O)C2CCCN(S(=O)(=O)c3c(C)nn(C)c3C)C2)cc1 (centres undefined) | -50.6 | -15.6 | 0.5 | 1.6 | 24.1 | -3.1 | 9.5 | 7.7 | 4.7 | -15.7
COc1ccc(C(=O)N2CCN(c3nc4ccccc4o3)CC2)cc1OC | -20.9 | 6.0 | 1.0 | 1.1 | -35.8 | -0.8 | -0.9 | 7.2 | -19.3 | -2.5
CCc1ccc(-n2ccc(=O)c(C(=O)O)n2)cc1 | 4.4 | 0.5 | -1.4 | -0.5 | 11.6 | -3.3 | 4.0 | -7.4 | 1.0 | -0.2
CCc1ccc(NC(=O)c2ccc(-n3cncn3)c([N+](=O)[O-])c2)cc1 | . | 2.5 | 2.2 | . | -6.2 | -2.1 | 12.4 | . | -5.8 | -6.8
O=C(N1CCOCC1)N1CCN(c2nc(-c3ccccc3)cs2)CC1 | -9.4 | -1.4 | -2.9 | -3.8 | -5.9 | . | 4.4 | -2.4 | 3.1 | -77.4
Cc1ccc(C2C=C(c3ccccc3)Nc3ncnn32)cc1 (centres undefined) | . | 9.1 | 1.8 | . | 7.4 | -0.8 | -12.2 | . | 1.6 | -24.1
CCN(CC(=O)NCc1ccc(Cl)cc1)C(=O)CCOc1ccccc1C | . | 4.0 | 2.3 | . | 0.9 | -2.5 | -0.8 | . | -0.6 | 10.8
COc1ccc(C(=O)NCC(=O)N2CCCCC2)cc1OC | -20.1 | -0.6 | -0.4 | 1.1 | 1.3 | 0.0 | -0.2 | -5.9 | -2.8 | -18.0

# Record cards (already shown). Order of screens: KLF5 inhibitor, Dyrk1A ADPGlo, GSK3beta inhib, HSP90 refold inh, HSF1 activator, GSK3A inh, Platelet DG rel, IEC-6 cytotox, HSF1 inhib, aSyn UTR inh
# O=c1[nH]c2ccccc2c(O)c1-c1ccccc1 in the list: ., 6.9, -1.7, ., 18.4, -2.1, -2.1, ., 17.1, 12.7
# CCCc1cc(=O)oc2cc(Oc3ncccn3)ccc12 in the list: -5.2, 0.7, 3.7, 2.6, 8.1, 0.4, 4.0, 3.3, 6.3, -9.9
# CCN(/N=C/c1ccccc1)c1cc(=O)n(C)c(=O)[nH]1 in the list: 3.0, -0.1, 4.5, -0.9, 34.6, 2.4, 0.1, 2.2, 13.3, -0.8

# Continued.
Molecule | KLF5 inhibitor | Dyrk1A ADPGlo | GSK3beta inhib | HSP90 refold inh | HSF1 activator | GSK3A inh | Platelet DG rel | IEC-6 cytotox | HSF1 inhib | aSyn UTR inh
O=C1N[C@@H](Cc2ccccc2)C(=O)N2[C@H]1C[C@]1([C@]34C[C@H]5C(=O)N[C@@H](Cc6ccccc6)C(=O)N5[C@H]3N(S(=O)(=O)c3ccccc3)c3ccccc34)c3ccccc3N(S(=O)(=O)c3ccccc3)[C@H]21 | . | -0.5 | 1.1 | . | . | -0.8 | 0.2 | . | 0.9 | 20.1
CCC(=O)Nc1ccc(NC(=O)c2ccc3c(c2)OCO3)cc1 | -38.1 | 5.6 | -0.3 | 1.6 | 16.1 | 0.8 | -0.4 | 0.1 | 0.8 | 51.4
O=c1[nH]c(SCc2nc3c(cnn3-c3ccccc3)c(=O)[nH]2)nc2ccccc12 | 2.5 | -1.0 | . | -0.9 | . | . | . | -6.0 | . | .
COC(=O)c1ccc(CSc2nc3ccccc3s2)o1 | -43.6 | 2.0 | -4.0 | -0.6 | 25.8 | 6.9 | -3.1 | -6.4 | 16.1 | -83.2
COc1ccc(/C=N\NC(=O)c2ccc(F)cc2)cc1COc1ccccc1C(N)=O | -20.9 | 10.0 | -1.6 | 0.7 | 5.1 | 5.6 | ? | 3.0 | 4.2 | 0.6
